Compound activity from PubChem BioAssay.
GPR55 LPI antagonism = GPR55 antagonists blocking LPI-driven arrestin recruitment, primary screen, imaging, U2OS, beta-arrestin-GFP, LPI agonist (AID 2013). hit rate 0.13% among 290,000. U2OS GPR55 beta-arrestin-GFP translocation imaging, LPI antagonism; higher % means a stronger effect. inhibition, % at 10 µM; hits with a dose series show IC50 in µM;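 active means spots per cell inhibited over 60%, with over 100 cells counted and total cytoplasm intensity under 500,000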;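 further: U2OS cells stably carrying GPR55 and arrestin-GFP stimulated by 5 µM LPI near EC80; imaged beta-arrestin-GFP aggregate spots per cell after agonist stimulation; plate controls were LPI-stimulated DMSO wells for no effect and DMSO wells without LPI for full effect; some results filed as inactive read as strong as hits; confirmed hits need IC50 under 10 µM and bright autofluorescent wells are also inconclusive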
GPR55 beta-arrestin = GPR55 agonists via beta-arrestin recruitment, primary screen, imaging, U2OS cells, beta-arrestin-GFP redistribution (AID 1961); hit rate 0.048% among 290,000; U2OS GPR55 beta-arrestin-GFP redistribution imaging; higher % means a stronger effect; activation, % at 10 µM; hits with a dose series show EC50 in µM;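 active means activation above 40% with more than 50 cells counted in the well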;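 further: U2OS osteosarcoma cells stably expressing GPR55 and beta-arrestin-GFP; plate controls were DMSO negative control for no effect and LPI positive control for full effect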
NOD1 inhibition = NOD1 signaling inhibitors, primary screen, cell-based, luminescence, uHTS (AID 1578). hit rate 1% among 290,000. NOD1-driven NF-kB luciferase reporter cells, luminescence; higher % means a stronger effect. inhibition, % at 4 µM; hits with a dose series show EC50 in µM; in the data active means inhibition mostly above about 36%, no sharp cut-off; inactive means mostly below about 34%;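 further: HEK-293T reporter cells stimulated with the NOD1 agonist gamma-tri-DAP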
West Nile virus CPE = inhibition of WNV-induced cytopathic effect – cell-based, CPE readout (AID 1621); hit rate 0.02% among 290,000; CPE inhibition, % at 10 µM; hits with a dose series show IC50 in µM; West Nile virus-infected cells, CPE inhibition; higher % means a stronger effect; in the data active means a potency from the dose series; further: strong numbers were not always called active
NS5 inhibitors = flavivirus cap methylation enzyme inhibition – biochemical, confirmation dose response, primary screen (AID 588689); inhibition, % at 25 µM, or IC50 in µM where a hit was titrated; Dengue-2 NS5 methyltransferase capping enzyme assay, biochemical; higher % means a stronger effect; hit rate 0.3% among 340,000; in the data active means a potency from the dose series
KOR beta-arrestin-1 = KOR antagonists, beta-arrestin recruitment, cell-based, luminescence, uHTS (AID 1778); KOR beta-arrestin recruitment, luminescence, antagonist mode; higher % means a stronger effect; inhibition, % at 10 µM; hits with a dose series show IC50 in µM; hit rate 0.091% among 290,000; in the data active means inhibition above about 50%; further: strong numbers were not always called active
HIV fusion peptide = inhibitors of HIV fusion peptide binding, primary screen, biochemical, uHTS, fluorescence dequenching (AID 1986); cell-free peptide binding, fluorescence dequenching, 30 min; higher % means a stronger effect; hit rate 0.3% among 290,000; one-dose inhibition, % at 20 µM; IC50 in µM for titrated hits; in the data active means inhibition mostly above about 52%, no sharp cut-off; inactive means mostly below about 76%; further: some results filed as inactive read as strong as hits
KOR beta-arrestin-2 = KOR agonists, beta-arrestin recruitment, primary screen, cell-based, luminescence, uHTS (AID 1777); KOR beta-arrestin recruitment, luminescence; higher % means a stronger effect; one-dose activation, % at 10 µM; EC50 in µM for titrated hits; hit rate 0.02% among 280,000; in the data active means activation above about 50%, passing the limit was not always enough; further: a part of the inactive calls stands beside numbers as strong as those of hits
GPR35 arrestin U2OS = inhibition of zaprinast-stimulated GPR35 beta-arrestin translocation – imaging, U2OS, beta-arrestin-GFP, zaprinast agonist, primary screen (AID 2058) | inhibition, % at 10 µM, or IC50 in µM where a hit was titrated | U2OS GPR35 beta-arrestin-GFP translocation imaging, zaprinast antagonism; higher % means a stronger effect | hit rate 0.052% among 290,000;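 active means inhibition of at least 50% with at least 30 cells and total cytoplasm GFP at most 10,000,000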
NS5 inhibitors pilot replicate = also measured in NS5 inhibitors; calls as there; inhibition, %; measured here: pilot screen replicate inhibition
Numbers without * were called inactive; / = no result given; [ ] = another dose, or the depositor's remark.

Start of the data: the first two compounds, to show the layout:
SMILES	GPR55 LPI antagonism	GPR55 beta-arrestin	NOD1 inhibition	West Nile virus CPE	NS5 inhibitors	KOR beta-arrestin-1	HIV fusion peptide	KOR beta-arrestin-2	GPR35 arrestin U2OS	others
C=C(C)CSc1nc2ncc(Cl)cc2[nH]1	17.6%	0.0%	-20.0%	0.2%	0.0%	15.7%	1.1%	-0.3%	-6.0%	NS5 inhibitors pilot replicate=-5.8
O=S(=O)(c1ccc(Cl)cc1)N1CCN=C1SCc1cccnc1	4.1%	0.0%	-14.5%	/	-3.6%	-30.4%	0.8%	-0.4%	7.2%

Main list, repeating the preview:
SMILES	GPR55 LPI antagonism	GPR55 beta-arrestin	NOD1 inhibition	West Nile virus CPE	NS5 inhibitors	KOR beta-arrestin-1	HIV fusion peptide	KOR beta-arrestin-2	GPR35 arrestin U2OS	others
C=C(C)CSc1nc2ncc(Cl)cc2[nH]1	17.6%	0.0%	-20.0%	0.2%	0.0%	15.7%	1.1%	-0.3%	-6.0%	NS5 inhibitors pilot replicate=-5.8
O=S(=O)(c1ccc(Cl)cc1)N1CCN=C1SCc1cccnc1	4.1%	0.0%	-14.5%	/	-3.6%	-30.4%	0.8%	-0.4%	7.2%
Cc1cc(Cl)ccc1NNC(N)=S	8.3%	-0.1%	4.2%	0.1%	-6.2%	10.6%	-0.9%	1.4%	-3.6%
CCN(CC)c1ccc(-n2c(C)c(C(C)=O)c(C(C)=O)c2C)cc1	3.4%	-0.2%	40.9%	-0.7%	-6.5%	-2.0%	0.7%	23.1%	-9.3%
COc1ccccc1N(CC(=O)Nc1cccnc1)S(C)(=O)=O	9.6%	-0.1%	-0.3%	-0.7%	-4.2%	0.9%	-0.1%	5.1%	-5.5%
Cc1ccc(-c2nc3ccccc3[nH]2)cc1NC(=O)c1sc2cc(Cl)ccc2c1Cl	9.3%	-0.2%	-20.4%	-0.2%	-3.6%	19.7%	0.3%	-2.0%	5.8%
COc1cc(SC)ccc1C(=O)Nc1ccc(C)cc1C	3.8%	2.1%	-20.1%	-1.0%	0.7%	-0.8%	-3.1%	-3.7%	-2.2%
CCc1ccc(OCCNC(=O)OCc2ccccc2)cc1	0.4%	0.1%	-1.3%	-0.7%	-5.1%	-4.3%	-0.5%	-0.1%	-15.0%
OC(c1ccccc1)(c1ccc(F)cc1)C(c1ccccc1)N1CCOCC1 (stereo unspecified)	37.7%	-0.1%	11.5%	1.9%	-6.5%	14.0%	-2.2%	0.6%	-3.0%
COc1ccc(N2CCN(C(=O)C(=O)c3c[nH]c4ccccc34)CC2)cc1	11.3%	-0.1%	-20.7%	-0.6%	-1.6%	6.3%	-1.2%	-0.8%	-2.7%
COc1cc(NC(=O)CSc2ccc3c(c2)OCCO3)cc(OC)c1OC	14.3%	-0.3%	-1.7%	-0.3%	-0.7%	-17.6%	-0.3%	11.1%	-7.2%
COc1ccc(N(CC(=O)Nc2cccc(OC)c2)S(=O)(=O)c2c(C)nn(C)c2C)cc1	5.7%	-0.1%	11.7%	0.2%	-0.4%	9.0%	1.0%	8.0%	-9.7%
CC(CCc1ccccc1)NC(=O)CNC(=O)N1CC(=O)Nc2ccccc21 (stereo unspecified)	-25.3%	0.3%	-7.2%	0.4%	-5.3%	-3.9%	-0.5%	-1.0%	-0.4%
CCN(CC)c1ccc2c(C)c(-c3ccc(N)cc3)c(=O)oc2c1	-6.7%	-0.1%	-32.2%	/	-1.6%	36.3%	-5.2%	1.4%	14.6%
Cc1cccc(S(=O)(=O)Nc2ccc3c(c2)OCCO3)c1	12.3%	1.4%	-22.2%	0.5%	-6.2%	-28.2%	1.2%	2.1%	-7.9%
COc1ccccc1C(=O)NC(=S)Nc1ccc(NC(=O)c2ccco2)cc1	5.8%	0.6%	-12.4%	0.0%	-2.3%	-21.8%[20 µM]	-0.8%	/	22.7%
Cc1ccnc(NS(=O)(=O)c2ccc(N3C(=O)Nc4ccccc4N3O)cc2)c1	10.9%	0.1%	-36.7%	0.7%	-10.1%	15.8%	0.7%	-4.1%	-7.4%
CCn1c(SCC(=O)Nc2nc(C)cs2)nnc1C(C)NC(=O)c1ccccc1 (stereo unspecified)	7.0%	0.3%	-12.5%	-0.1%	4.0%	-18.5%	3.4%	0.6%	16.9%
Nc1nc(NCC2CCCO2)nc(Nc2ccccc2F)c1[N+](=O)[O-] (stereo unspecified)	4.3%	-0.1%	-1.8%	0.1%	-4.7%	2.0%	0.3%	0.2%	-17.7%
CCCCC(=O)NNC(=S)NC(=O)c1ccc([N+](=O)[O-])cc1	1.4%	-0.8%	-22.1%	-0.3%	-6.1%	-7.1%	-1.9%	-4.4%	7.8%
COC(=O)c1cc(Cl)c(N)cc1OC	1.2%	-0.2%	10.2%	/	-8.0%	-18.7%	5.2%	-5.9%	11.5%
O=C(CCNC(=O)N1CC(=O)Nc2ccccc21)NCc1ccc(F)cc1	9.3%	-0.1%	1.1%	-0.5%	-5.3%	33.8%	2.4%	-2.6%	-13.5%
CCN(C(=O)c1sc(N)c(C#N)c1C)C1CCCCC1	10.1%	-0.2%	0.4%	-0.3%	-6.7%	10.8%	-0.6%	14.3%	1.4%
CCc1ccccc1N(CC(=O)N1CCCCCC1)S(C)(=O)=O	19.5%	-0.2%	-26.6%	-1.1%	-4.0%	7.6%	1.1%	-5.8%	-7.6%
Nc1ccccc1Nc1ccc([N+](=O)[O-])cc1[N+](=O)[O-]	-7.4%	0.0%	-37.4%	-1.0%	2.9%	10.4%	-0.7%	-0.1%	-4.5%
Cc1ccc(C)c(C(=O)COC(=O)c2cc([N+](=O)[O-])ccc2NCCO)c1	-1.8%	-0.2%	-28.0%	-0.1%	3.9%	-15.7%	1.1%	4.5%	-13.1%
COc1ccc(C(=O)/C=C/c2cccs2)c(OC(=O)c2cccc([N+](=O)[O-])c2)c1	2.1%	-0.2%	-17.9%	0.7%	-4.2%	12.2%	-0.1%	-5.2%	15.6%
O=C(Cn1cnc2ccccc21)NC(c1ccccc1)c1ccccc1	7.7%	-0.1%	11.4%	-0.6%	-5.6%	/	-0.9%	/	-7.5%
Cc1ccc(-n2cc(CNC(C)c3cnn(C)c3C)c(-c3ccc(F)cc3)n2)cc1 (stereo unspecified)	25.7%	0.0%	-31.9%	-1.5%	-14.7%	1.8%	1.2%	3.6%	9.1%
CCC(CC)c1nnc(NC(=O)/C=C/c2ccco2)s1	-10.6%	0.2%	-22.7%	-0.3%	0.0%	-35.4%	36.7%	0.8%	-6.0%
CCOC(=O)C(C)Oc1cccc2c(=O)n(CC(=O)N3CCN(C(=O)OCC)CC3)ccc12 (stereo unspecified)	7.1%	0.3%	13.0%	0.3%	-0.7%	-13.0%	-2.2%	5.4%	7.6%
COc1cccc(C2C(C#N)=C(N)N(N(C)C)C3=C2C(=O)CC(C)(C)C3)c1 (stereo unspecified)	0.3%	-0.1%	-9.8%	-2.0%	-4.6%	30.3%	-2.7%	-4.4%	-2.4%
COC(=O)/C(NC(C)=O)=C(\C)c1ccc(Cl)cc1	3.6%	0.4%	-7.3%	-0.1%	2.0%	-2.1%	-3.4%	-5.5%	15.7%
CCCCCCCCCCCCN1C/C(=C\C(=O)OCC)c2ccccc2S1(=O)=O	-5.2%	-0.2%	-17.5%	-1.7%	-12.8%	-31.0%[20 µM]	3.0%	-3.3%	3.0%
O=C(Nn1c(-c2ccccc2)nc2ccccc2c1=O)C1CCC1	13.9%	-0.1%	17.8%	-0.5%	-7.2%	-63.5%	-2.2%	-0.8%	9.0%
Cc1cc(C)n2nc(SCC#N)nc2n1	8.9%	-0.1%	-21.3%	-0.2%	1.4%	31.0%	-1.0%	1.6%	-2.1%
Cc1ccc(/C=C2\NC(=S)NC2=O)cc1[N+](=O)[O-]	14.4%	0.1%	-15.6%	-0.4%	3.1%	-10.8%	-1.6%	0.5%	2.9%
Cc1cc(O)cc(=O)n1Cc1ccco1	-10.4%	0.0%	5.5%	0.4%	-5.5%	1.8%	0.5%	0.5%	17.1%
O=C(N/N=C/c1ccc([N+](=O)[O-])cc1)c1cc(-c2ccc3c(c2)OCO3)n[nH]1	13.0%	0.3%	-16.2%	0.1%	-7.7%	1.5%	-0.3%	1.3%	-2.0%
CN(C)c1ccc(/C=C2/C(=O)N(c3ccc([N+](=O)[O-])cc3)N=C2N2CCOCC2)cc1	2.2%	-0.1%	10.0%	-0.1%	/	-7.3%	4.5%	4.3%	-4.0%

Fetched by compound from the list above (3):
SMILES	GPR55 LPI antagonism	GPR55 beta-arrestin	NOD1 inhibition	West Nile virus CPE	NS5 inhibitors	KOR beta-arrestin-1	HIV fusion peptide	KOR beta-arrestin-2	GPR35 arrestin U2OS	others
CCOC(=O)C(C)Oc1cccc2c(=O)n(CC(=O)N3CCN(C(=O)OCC)CC3)ccc12 (stereo unspecified)	7.1%	0.3%	13.0%	0.3%	-0.7%	-13.0%	-2.2%	5.4%	7.6%
CN(C)c1ccc(/C=C2/C(=O)N(c3ccc([N+](=O)[O-])cc3)N=C2N2CCOCC2)cc1	2.2%	-0.1%	10.0%	-0.1%	/	-7.3%	4.5%	4.3%	-4.0%
CCCCCCCCCCCCN1C/C(=C\C(=O)OCC)c2ccccc2S1(=O)=O	-5.2%	-0.2%	-17.5%	-1.7%	-12.8%	-31.0%[20 µM]	3.0%	-3.3%	3.0%

Ordered by SMILES length (lowest first): some entries from above.
SMILES	GPR55 LPI antagonism	GPR55 beta-arrestin	NOD1 inhibition	West Nile virus CPE	NS5 inhibitors	KOR beta-arrestin-1	HIV fusion peptide	KOR beta-arrestin-2	GPR35 arrestin U2OS	others
Cc1cc(C)n2nc(SCC#N)nc2n1	8.9%	-0.1%	-21.3%	-0.2%	1.4%	31.0%	-1.0%	1.6%	-2.1%
COC(=O)/C(NC(C)=O)=C(\C)c1ccc(Cl)cc1	3.6%	0.4%	-7.3%	-0.1%	2.0%	-2.1%	-3.4%	-5.5%	15.7%
COc1cccc(C2C(C#N)=C(N)N(N(C)C)C3=C2C(=O)CC(C)(C)C3)c1 (stereo unspecified)	0.3%	-0.1%	-9.8%	-2.0%	-4.6%	30.3%	-2.7%	-4.4%	-2.4%

New compounds follow:
SMILES	GPR55 LPI antagonism	GPR55 beta-arrestin	NOD1 inhibition	West Nile virus CPE	NS5 inhibitors	KOR beta-arrestin-1	HIV fusion peptide	KOR beta-arrestin-2	GPR35 arrestin U2OS	others
O=C(CN1CCN(S(=O)(=O)/C=C/c2ccccc2)CC1)Nc1ccccc1N1CCOCC1	12.8%	1.3%	-2.0%	-0.2%	-6.2%	1.1%	0.8%	-0.7%	-3.3%
CCCC[N+](CC#CCO)(CC#Cc1ccccc1)CCCC	-11.7%	-0.3%	-0.9%	-0.3%	-8.6%	19.0%	-0.2%	4.0%	10.7%
CC(C)CNC(=O)c1nn(Cc2ccccc2)c(=O)c2ccccc12	-11.2%	-0.2%	-14.8%	-0.3%	-4.4%	-73.6%	1.4%	6.1%	-5.2%
CN(CCCN1CCOCC1)C(=O)c1ccc2nc(Cc3cccc(Cl)c3)oc2c1	-13.9%	-0.1%	14.4%	-0.5%	-4.5%	-42.3%	0.6%	5.0%	-2.9%

A portion of the library, so the mix of outcomes need not match the whole.
